S3 lipid droplet – qHTS Assay for Lipid Storage Modulators in Drosophila S3 Cells; Drosophila S3 cells, BODIPY lipid droplet fluorescence, 18-24 h; cells fed with added oleic acid; lipid storage change, negative = inhibition, % at the top dose, mostly 46.1 µM; hits show Potency in µM; hit rate 0.64% among 320,000; AID 2685; active = well fitted inhibition curve with a large enough effect in the signal ratio, with a control signal flat, not every such curve was filed as active; inconclusive = small, poorly fitted or top-dose-only effect, or effect the other way, or a change in a side signal; the % refers to the signal ratio
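Drosophila S3 cells loaded with oleic acid (400 uM, as added) and compounds at several concentrations; lipid droplets imaged by 488-nm laser-scanning cytometry, 500–530 nm intensity and object ratio to cell channel. Percent activity normalized to 20 uM Triacsin C.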
S3 lipid droplet cell count max – second read-out of S3 lipid droplet, no call of its own (marks repeat the call); cell number change, %; measured here: cell count max response;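 cells counted by Cell Tracker Red CMTPX staining in the red channel; peak over a dose series mostly up to 46.1 µM; percent activity relative to internal control wells on each plate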
Active calls of the source: *; i = inactive; ? = inconclusive; nt = not tested or not shown. % is scaled to controls: 0 for no effect and ±100 for the full control effect; potency is read from the fitted curve at half-maximal effect.

SMILES	S3 lipid droplet	S3 lipid droplet cell count max
COc1ccc(/C=N\n2nnc3ccccc32)cc1	?	nt
Cc1cccc(CS(=O)(=O)Cc2ccc(C(=O)NCc3ccco3)o2)c1	0%	-10
CC(C)=CC(=O)OCC(=O)Nc1ccc(SC(F)F)cc1	?	nt
Cc1nnc(SCC(=O)Nc2ccc3[nH]c(=O)[nH]c3c2)s1	?	nt
O=C1OC(c2ccc3c(c2)OCO3)N(C(=O)c2ccc(Cl)c(Cl)c2)c2ccccc21 (configuration not stated)	?	nt
Cc1[nH]c(=O)[nH]c(=O)c1NC(=O)CSc1ncccc1-c1nc2ccccc2[nH]1	0%	-11
O=c1cc(CSc2nnc3ccccn23)c2c(ccc3ccccc32)o1	?	nt
COc1ccccc1NS(=O)(=O)c1ccc(C)c(C(=O)NCC(c2ccco2)N2CCCCC2)c1 (configuration not stated)	?	nt
Cc1ccc(Cl)cc1N1CCN(C(=O)C2CCN(c3nnc(-n4cccc4)s3)CC2)CC1	18%	nt
O=C1Nc2ccccc2C1(O)c1ccccc1O (configuration not stated)	5%	3
CCc1ccc(S(=O)(=O)Nc2ccc(Br)cn2)cc1	9%	24
CCCn1c(SCC(=O)NCc2ccccc2)n[nH]c1=O	?	nt
Cc1ccc(-c2noc(CCC(=O)N3CCN(c4cccc(C(F)(F)F)c4)CC3)n2)cc1	?	nt
Cc1nn(C)c(C)c1/C=C(/C(=O)C(C)C)n1cncn1	-4%	0
O=C1C(=O)N(Cc2cccnc2)C(c2cccc(F)c2)/C1=C(/O)c1ccc2c(c1)OCO2 (configuration not stated)	21%	nt
Cc1ccccc1C(=O)N1CCC(n2nccc2NC(=O)C2CC2)CC1	?	nt
COc1ccc(S(=O)(=O)N2CC(O)CC2C(=O)OCc2nc3sc(C)c(C)c3c(=O)[nH]2)cc1 (configuration not stated)	4%	4
COc1ccc(NS(=O)(=O)c2ccc(N3CCOCC3)c(N)c2)cc1	?	nt
Cc1nn(-c2ccccn2)c(C)c1Oc1ccccc1O	i	nt
COc1ccc(NS(=O)(=O)c2ccc(Cl)c(NC(=O)c3cccnc3Cl)c2)cc1	?	nt

Reformatted with values under each structure: 2 of the compounds above
Values run as follows: S3 lipid droplet | S3 lipid droplet cell count max
O=C1OC(c2ccc3c(c2)OCO3)N(C(=O)c2ccc(Cl)c(Cl)c2)c2ccccc21 (configuration not stated)
 : ? | nt
Cc1[nH]c(=O)[nH]c(=O)c1NC(=O)CSc1ncccc1-c1nc2ccccc2[nH]1
 : 0% | -11

Next compounds
SMILES	S3 lipid droplet	S3 lipid droplet cell count max
Clc1ccc(COn2c(-c3ccc(Cl)cc3Cl)nc3ncccc32)cc1	i	-10
CCOC(=O)c1ccc(NC(=O)c2nc[nH]c2C(=O)N[C@@H](Cc2ccccc2)C(=O)OC(C)(C)C)cc1	18µM*	-20*
CCN(CC)c1ccc(NC(=O)CN2C(=O)CSc3ncccc32)c(C)c1	?	nt
C/C(CC(=O)Nc1ccc(N(C)C)cc1)=N\NC(=O)Cc1csc(N)n1	?	nt
O=C(NCc1ccco1)c1ccc2[nH]c(=O)c(=O)[nH]c2c1	?	nt
Cc1nn(-c2ccccc2)c(Cl)c1/C=C/C(=O)c1ccc(O)cc1	?	nt
O=C(O)c1cc(S(=O)(=O)N2CC=C(c3ccccc3)CC2)ccc1O	?	nt
CCOC(=O)C1(CCOc2ccccc2)CCN(CCCn2cccn2)CC1	?	nt
CN1CCC(N(C)C(=S)NCCc2ccccc2)CC1	?	nt
O=C(c1ccccc1)[C@@H]1[C@@H]2C(=O)N(c3ccc(F)cc3)C(=O)[C@@H]2C2CCCN21 (some centres not stated)	-14%	-8
O=[N+]([O-])c1cccc(/C=C/c2nc(C=Nc3ccccc3)c(O)o2)c1	?	nt
Cc1cc(C)c2c(N)c(C(=O)C(C)(C)C)sc2n1	?	nt
COc1ccc(NC(=O)c2cnc3n(c2=O)CCS3)cc1OC	-1%	16
COc1ccc(C2NC(=O)C(C#N)=C(S)N2c2ccc(C)cc2)cc1OC (configuration not stated)	-20%	11
Cc1cc(S(=O)(=O)NCC(c2ccccc2)c2ccccc2)ccc1-n1cnnn1	i	-13
Cn1c(Cc2csc(N)n2)nnc1SCC(=O)NCc1ccccc1	i	nt
O=C(O)CCCCNS(=O)(=O)c1ccc(Cl)c(C(F)(F)F)c1	?	nt
O=C(Nc1ccc(S(=O)(=O)N2CCOCC2)cc1)c1c(F)cccc1F	?	nt
COc1ccc(/C=C/CN2CCCC(CO)(Cc3cccc(Cl)c3)C2)cc1 (configuration not stated)	0%	-18
COC(=O)CCC(=O)NNC(=O)Cc1ccccc1	12%	nt

Random excerpt: seven records from the list.
SMILES	S3 lipid droplet	S3 lipid droplet cell count max
Cc1ccc(-c2noc(CCC(=O)N3CCN(c4cccc(C(F)(F)F)c4)CC3)n2)cc1	?	nt
COc1ccc(/C=N\n2nnc3ccccc32)cc1	?	nt
COc1ccccc1NS(=O)(=O)c1ccc(C)c(C(=O)NCC(c2ccco2)N2CCCCC2)c1 (configuration not stated)	?	nt
COc1ccc(C2NC(=O)C(C#N)=C(S)N2c2ccc(C)cc2)cc1OC (configuration not stated)	-20%	11
Cc1nnc(SCC(=O)Nc2ccc3[nH]c(=O)[nH]c3c2)s1	?	nt
COc1ccc(NS(=O)(=O)c2ccc(Cl)c(NC(=O)c3cccnc3Cl)c2)cc1	?	nt
O=c1cc(CSc2nnc3ccccn23)c2c(ccc3ccccc32)o1	?	nt

Four entries from above, arranged by the value under S3 lipid droplet cell count max, descending:
SMILES	S3 lipid droplet cell count max
COc1ccc(S(=O)(=O)N2CC(O)CC2C(=O)OCc2nc3sc(C)c(C)c3c(=O)[nH]2)cc1 (configuration not stated)	4
O=C(c1ccccc1)[C@@H]1[C@@H]2C(=O)N(c3ccc(F)cc3)C(=O)[C@@H]2C2CCCN21 (some centres not stated)	-8
Cc1[nH]c(=O)[nH]c(=O)c1NC(=O)CSc1ncccc1-c1nc2ccccc2[nH]1	-11
COc1ccc(/C=C/CN2CCCC(CO)(Cc3cccc(Cl)c3)C2)cc1 (configuration not stated)	-18

Going on with the list:
SMILES	S3 lipid droplet	S3 lipid droplet cell count max
COC(=O)C1=CN(C2CCCCC2)C=C(C(=O)OC)C1c1ccc2c(c1)OCO2	22%	21
C[C@@]12C(=O)N(c3ccc(C(F)(F)F)cc3)C(=O)N1[C@@H]1c3ccccc3OC[C@@H]1[C@H]2c1ccccc1	?	nt
O=C(CCc1n[nH]c(=O)[nH]c1=O)Nc1cccc([N+](=O)[O-])c1	?	nt
COCCN(CCOC)C(=O)c1ccc(NS(=O)(=O)c2ccc3[nH]c(=O)[nH]c3c2)cc1	?	nt
O=C(COC(=O)COc1cccc(F)c1)NCCC1=CCCCC1	?	nt
Cc1nnc(SCC(=O)N2CCc3ccccc32)n1-c1ccccc1	?	nt
C/C(=N\NC(=O)c1ccc(CSc2nc(C)cc(C)n2)cc1)C1CCCCC1	?	nt
O=C(NCc1ccccc1)C1CC(=O)N(C2CCCCCC2)C1 (configuration not stated)	?	nt
COC(=O)Cn1cnc2c(C#N)c3n(c2c1=O)CCCC3	?	nt
O=C(c1ccc(F)cc1)N1CCC(n2nnc3ccccc32)CC1	-4%	11
COc1ccc(/C=N/NC(=O)c2cc(C)oc2C)cc1OCc1ccccc1	?	nt
CC(C)(C)C(=O)N=C1SC2CS(=O)(=O)CC2N1c1ccc2c(c1)OCO2 (configuration not stated)	?	nt
O=C(NC1CCCc2ccccc21)c1ccc(F)cc1F (configuration not stated)	?	nt
CN(CC(=O)Nc1ccc(C#N)cc1)Cc1ccc(Cl)c(Cl)c1	1%	2
CCOC(=O)c1c(-c2ccc(C)o2)csc1NC(=O)COC(=O)c1cccs1	-14%	-11
O=C(NCCCN1CCCCC1)c1ccc2c(c1)ncn2C1CCCC1	?	nt
CCCCC(=O)NCc1ccc(Cl)cc1	?	nt
CNc1nc(Nc2ccc(C)c(Cl)c2)nc(N)c1[N+](=O)[O-]	-9%	-23
O=C(Nc1ccccc1O)c1ccc(NS(=O)(=O)c2cccc3cccnc23)cc1	-2%	0
Cc1nn(C)c(C(=O)N2CCc3ccccc32)c1Br	17%	27
Cc1c(CC(=O)O)c(=O)oc2c(C)c3occ(-c4ccccc4)c3cc12	16%	-7
COc1cccc(C2=NN(C(=O)CCCC(=O)O)C(c3cccs3)C2)c1 (configuration not stated)	-3%	0
COc1ccnc(Nc2ccc(C)c(C)c2)c1C#N	?	nt
COc1ccc(CCNc2oc(-c3cccc4ccccc34)nc2P(=O)(OC)OC)cc1OC	3%	7
CCN(CC(=O)NCc1cccs1)S(=O)(=O)c1ccc([N+](=O)[O-])cc1	?	nt
COc1ccc(OC)c(C(c2nnnn2C2CCCC2)N2CCN(c3ccccc3F)CC2)c1 (configuration not stated)	?	nt
O=C(NCC1CCCO1)C1CCN(S(=O)(=O)N2CCCC2)CC1 (configuration not stated)	?	nt
C=CCN(Cc1cc(OC)ccc1OC)C(=O)c1cc2ccc(OC)cc2[nH]1	-9%	-5
COc1ccc(Cl)cc1NC(=O)CN(C)C(=O)C1CCN(C(=O)Nc2ccccc2)CC1	?	nt
O=C(COC(=O)c1cccc(S(=O)(=O)N2CCc3ccccc32)c1)Nc1ncc(Cl)cc1Cl	-29%	6
C=CCNC(=O)CC(=O)N/N=C/c1ccccc1F	16%	-35
Clc1ccc(CN2CCC(Cc3ccccc3)CC2)cc1	?	nt
CNC[C@H](CC1CCCCC1)NC[C@H](CO)NCC1(c2ccccc2)CC1	?	nt
CCOc1ccc(CC2c3cc(OCC)c(OCC)cc3CCN2C(=O)c2cc(OC)c(OC)c(OC)c2)cc1OCC (configuration not stated)	-17%	-27
Cc1ccccc1NC(=O)c1cc2ccccc2o1	?	nt
CC(C)(C)NC(=O)C1c2ccccc2Oc2ccccc21	4%	-18
O=C(Nc1ccccc1Cl)N1CCCN(c2nc(-c3ccccc3)ns2)CC1	?	nt
Cc1ccc(C(=O)NC2CCCCC2)cc1S(=O)(=O)N1CCCC1	?	nt
COc1cc2c(cc1OC)C(Cc1ccc(O)cc1)NCC2 (configuration not stated)	-1%	nt
O=C(COn1nnc2ccc(Cl)cc21)NCc1ccccc1	13%	-2
CCNc1nc(NC(C)CC)nc(Oc2ccc(=O)[nH]n2)n1 (configuration not stated)	?	nt
CC(NC(=O)c1cccc(N2CCCC2=O)c1)c1ccc2c(c1)OCCO2 (configuration not stated)	6%	5
CNC(=O)COC(=O)c1ccccc1C(=O)c1ccc(Cl)c([N+](=O)[O-])c1	?	nt
Cc1cccc(C(=O)N2CCCC(CCC(=O)N3CCN(c4ccccn4)CC3)C2)c1 (configuration not stated)	?	nt
CSCCC(NS(=O)(=O)c1ccc(C)cc1)C(=O)NCC(C)(C)N1CCOCC1 (configuration not stated)	10%	13
COc1ccc(CCNC(=O)C(=O)NCC2CCCN2S(=O)(=O)c2ccc(OC)cc2)cc1 (configuration not stated)	?	nt
COc1cccc(NC(=O)Cn2c3ccccc3c3nc4n(c(=O)c32)CCCS4)c1	0%	nt
O=P(c1ccccc1)(c1ccccc1)c1nc(-c2ccccc2)oc1N1CCOCC1	1%	5
CNC(=O)N(O)C1N(C)C(=O)N(Cc2ccccc2)C1(C)C (configuration not stated)	?	nt
CCC(C)(C)n1nnnc1CN1CCN(C(c2ccccc2)c2ccccc2)CC1	0%	-17
C=CCNC(=S)NCc1ccc(CNC(=S)NCC=C)cc1	?	nt
CCN(C(=O)COC(=O)CCOc1ccccc1)c1c(N)n(Cc2ccccc2)c(=O)[nH]c1=O	7%	4
O=C(O)c1ccc2c3c(cccc13)C(=O)N(c1ccccc1)C2=O	-50%	-12
Cc1ccc2occ(/C=N/NC(=O)c3ccccc3C)c(=O)c2c1	?	nt
O=C(Nc1c2c(nn1-c1ccccc1)CS(=O)(=O)C2)c1ccc2c(c1)OCO2	17%	-19
Cn1c(=O)c2cc(S(=O)(=O)Nc3cccc(F)c3)ccc2n(C)c1=O	-11%	-9
CCS(=O)(=O)n1nc(-c2ccc(Cl)cc2)nc1N	22%	6
O=C(Nc1ccc(OC(F)F)cc1)c1cc(S(=O)(=O)N2CCOCC2)ccc1F	?	nt
O=C(c1ccc(-c2ccc([N+](=O)[O-])cc2)o1)N1CCCCCCC1	?	nt
O=C(NCc1ccco1)C1CCN(c2nnc(-n3cccc3)s2)CC1	?	nt

Following part.
SMILES	S3 lipid droplet	S3 lipid droplet cell count max
Cn1cnnc1SCC(=O)NC1CCCC1	?	nt
COc1cc(OC)cc(C(=O)Nc2ccc3c(c2)n(C)c(=O)n3C)c1	?	nt
Cc1cc(C(=O)CN2CCN(CC(=O)Nc3cccc(F)c3)CC2)c(C)n1C1CC1	?	nt
COc1ccc(N2C(=O)c3ccccc3NC23CCC(C)CC3)cc1 (configuration not stated)	?	nt
CC1(C)NC(=O)N(CCOCCOc2ccc3ccccc3c2Br)C1=O	?	nt
COc1ccc(NC(=O)COC(=O)c2cc(OC)c(OC)cc2NC(=O)c2ccco2)cc1OC	?	nt
NC1=NC(c2cccc(Cl)c2)N(CCc2ccc(F)cc2)C(N)=N1 (configuration not stated)	10%	-2
O=C(O)/C=C/C(=O)N1CCN(C(c2ccccc2)c2ccccc2)CC1	5%	12
CCCC(=O)Nc1ccc2nc(SCC(=O)Nc3nccs3)sc2c1	i	nt
S=C(NC1CCCCC1)N1CCN(c2ccccn2)CC1	?	nt
CCOc1ccc(N/C(SCc2cccc([N+](=O)[O-])c2)=C(/C#N)C(N)=O)cc1	12%	nt
CC1=C(C(=O)OCc2ccccc2)C(c2ccccc2Cl)NC(=O)N1CCCC(=O)O (configuration not stated)	?	nt
O=C1c2ccccc2NC(c2ccc(-c3ccccc3F)o2)N1O (configuration not stated)	?	nt
COc1ccc(C(=O)N2CC3(C)C4CCC3(C)C2(C#N)C4)cc1OC (configuration not stated)	?	nt
CCc1nnc(NC(=O)CSc2nccn2-c2cc(C)cc(C)c2)s1	?	nt

Screening results from PubChem.

Not all compounds are listed, so the mix of outcomes need not match the whole.
